Hsp70 activator: Hsp70 transcriptional activation, primary screen | HeLa Hsp70 promoter luciferase reporter, luminescence; scaled: vehicle 0, proteasome-inhibitor control 100% | activation, % at 10 µM | actives 0.04% (n = 200,000) | AID 1203;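 active = activation above the mean across all tested compounds plus 3 SD, cutoff set per campaign, cut at about 5.5% in these data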;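 also: 100% = MG132 at 30 µM as the positive control and 0% = DMSO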
STAT1 activator: activators of IFN-gamma induced STAT1 signaling | NIH 3T3 STAT1-luciferase reporter, luminescence; 100% = IFN-gamma alone, no compound | activation (% of control), % at 5.5 µM | actives 2.6% (n = 200,000);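 active = activation above the screen-wide mean activation plus 3 SD, cut at about 130% in these data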;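 also: raw ratio to IFN-gamma control signal so 100% means no change and 0% no light; values of inactives mirror those of a sister screen read the other way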
APP 5UTR inh: APP translation inhibition; inhibition, % at 2 µM; actives 0.82% (n = 190,000); SH-SY5Y APP 5'UTR-luciferase reporter, luminescence; AID 1285;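 active = inhibition above a set limit, derived from the sample mean plus 3 SD, cut at about 45% in these data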; also: values of inactives mirror those of a sister screen read the other way
STAT3 blocker: STAT3 signaling inhibition; U3A cells, IL-6 STAT3-luciferase reporter, luminescence; host cell line lacks STAT1; inhibition, % at 5.5 µM; actives 0.89% (n = 190,000); AID 862;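 active = inhibition above the mean inhibition across all screened compounds plus 3 SD, cut at about 44% in these data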;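 also: 0% = DMSO only wells and 100% = 100 µM nifuroxazide control wells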
STAT1 blocker: STAT1 signaling inhibition; actives 0.35% (n = 200,000); inhibition, % at 5.5 µM; AID 920; NIH 3T3 STAT1-luciferase reporter, IFN-gamma, luminescence;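 active = inhibition above a set limit, the mean inhibition across all tested compounds plus 3 SD, cut at about 34% in these data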;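 also: 0% = IFN-gamma with DMSO and 100% = IFN-gamma with 300 µM nifuroxazide; values of inactives mirror those of a sister screen read the other way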
Diaphorase act: diaphorase activation or chemical reduction counter-screen; activation factor at 20 µM; actives 0.005% (n = 190,000); Diaphorase/resazurin coupled assay, resorufin fluorescence, 16 min; active compounds read high; 1 = vehicle wells, 0 = NADH-free wells;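 active = diaphorase activity raised at least twofold by the compound at 20 µM; inactive = activation factor below 2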
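Material: purified diaphorase enzyme from Clostridium kluyveri / Medium: HEPES pH 7.4 buffer with MgCl2 and Tween 20 / Schedule: enzyme reaction of 16 min at room temperature / Measured by: resorufin fluorescence, excitation 544 nm, emission 590 nm / Evaluation: rise in resorufin formation, marking diaphorase activation or chemical reduction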
Diaphorase inh: inhibits diaphorase or chemically oxidizes, flagging diaphorase assay artifacts | diaphorase resazurin-to-resorufin fluorescence, NADH, 16 min; bacterial (C. kluyveri) enzyme, not human | inhibition, % at 20 µM | actives 0.69% (n = 190,000) | AID 1217;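 active = primary screen inhibition at 20 µM above a set limit, cut at about 50% in these data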;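 also: plate controls were DMSO with full reaction for no effect and wells lacking NADH for full effect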
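material = Clostridium kluyveri diaphorase enzyme | amount = 0.14 U/mL diaphorase, enzyme working solution | schedule = incubation 16 min, room temperature | detection = fluorescence of resorufin formed from resazurin, Ex 544/Em 590 nm | benchmarks = positive control minus NADH, DMSO neutral control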
STAT3 activator: increases IL-6 driven STAT3 reporter signal; U3A cells, IL-6 STAT3-luciferase reporter, luminescence; 100% = signal with IL-6 EC80 alone; activation (% of control), % at 5.6 µM; actives 0.91% (n = 190,000);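 active = activation above the screen-wide mean of compound activation plus 3 SD, cut at about 130% in these data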;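 also: 0% = background luminescence of wells with medium and substrate only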
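System – human U3A cells carrying STAT3-luciferase construct · Probe or stimulus – Interleukin-6, 33 ng/mL · Schedule – compound 1 h, then IL-6 6 h at 37 °C · Signal – luminescence from STAT3-driven luciferase reporter · Evaluation – percent of IL-6-only median luminescence · Benchmarks – IL-6-only high control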
TLR4-MyD88 BLA: blocks binding of human TLR4 to MyD88; actives 0.18% (n = 200,000); HeLa CL3-4 TLR4/MyD88 BLA complementation, FRET ratio; inhibition, % at 8.4 µM; O00206+Q99836; in the data active = inhibition above about 25%;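 also: 0% = vehicle and 100% = reference inhibitor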
Target sequence (O00206 whole entry, looked up): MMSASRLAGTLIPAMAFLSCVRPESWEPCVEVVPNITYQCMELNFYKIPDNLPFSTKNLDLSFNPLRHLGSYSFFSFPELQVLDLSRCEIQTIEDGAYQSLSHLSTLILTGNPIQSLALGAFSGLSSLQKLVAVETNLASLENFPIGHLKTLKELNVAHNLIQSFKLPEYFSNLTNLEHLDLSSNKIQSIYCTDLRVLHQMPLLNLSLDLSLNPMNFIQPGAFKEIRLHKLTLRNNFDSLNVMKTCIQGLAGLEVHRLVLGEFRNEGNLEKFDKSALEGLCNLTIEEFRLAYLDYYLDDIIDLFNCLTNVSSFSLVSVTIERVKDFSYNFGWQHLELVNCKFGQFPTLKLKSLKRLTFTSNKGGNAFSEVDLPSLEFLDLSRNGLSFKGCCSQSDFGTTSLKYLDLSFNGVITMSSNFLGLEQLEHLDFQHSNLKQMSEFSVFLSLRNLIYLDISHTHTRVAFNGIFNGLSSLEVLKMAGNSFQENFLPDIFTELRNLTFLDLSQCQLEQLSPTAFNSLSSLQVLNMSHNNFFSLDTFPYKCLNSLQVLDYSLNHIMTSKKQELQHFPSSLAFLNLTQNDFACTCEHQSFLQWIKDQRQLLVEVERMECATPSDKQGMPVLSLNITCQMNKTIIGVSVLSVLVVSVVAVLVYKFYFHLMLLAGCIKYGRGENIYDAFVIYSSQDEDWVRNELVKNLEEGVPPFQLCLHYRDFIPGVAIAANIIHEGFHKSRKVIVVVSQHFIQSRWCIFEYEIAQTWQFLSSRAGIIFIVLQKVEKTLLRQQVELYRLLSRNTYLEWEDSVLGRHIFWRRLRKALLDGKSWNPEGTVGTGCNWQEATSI
Target sequence (Q99836 whole entry, looked up): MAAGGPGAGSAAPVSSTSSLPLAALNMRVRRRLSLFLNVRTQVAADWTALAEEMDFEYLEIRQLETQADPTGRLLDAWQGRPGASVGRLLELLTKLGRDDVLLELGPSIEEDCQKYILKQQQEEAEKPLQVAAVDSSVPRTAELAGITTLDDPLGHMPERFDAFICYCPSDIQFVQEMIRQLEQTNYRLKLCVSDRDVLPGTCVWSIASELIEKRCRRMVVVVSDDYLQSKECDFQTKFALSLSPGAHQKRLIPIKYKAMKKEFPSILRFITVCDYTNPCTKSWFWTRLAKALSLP
G6PDH counter: L. mesenteroides G6PDH inhibition counter-screen | Purified L. mesenteroides G6PDH, diaphorase/resazurin coupled fluorescence, 45 min | inhibition, % at 5 µM | actives 0.12% (n = 200,000) | AID 1020; in the data active = inhibition above about 50%
Numbers without * were called inactive; x = no result given.

SMILES	Hsp70 activator	STAT1 activator	APP 5UTR inh	STAT3 blocker	STAT1 blocker	Diaphorase act	Diaphorase inh	STAT3 activator	TLR4-MyD88 BLA	G6PDH counter
O=C(Nc1nnc(-c2ccccc2Cl)o1)c1cc2cc([N+](=O)[O-])ccc2s1	-0.4	95	2	10	6	1	-1	92	-5	4
O=C(CCNC(=O)Cn1ccc2ccccc2c1=O)NCCc1ccccc1Cl	-0.2	105	5	8	-6	1	4	96	19	27
CC(C)CNC(=O)c1cccc(NC(=O)Cc2ccc(Cl)cc2)c1	-0.3	99	-7	7	1	1	-3	92	-21	11
O=C(Nc1c(F)c(F)c(F)c(F)c1F)NC1CCCCC1	-0.4	102	2	-6	3	0.9	14	107	10	3
COc1ccc(O)c(C(=O)c2coc(=N)c(C(=O)Nc3ccc(SC(F)F)cc3)c2)c1	-0.2	88	-7	11	11	0.6	36	98	1	8
O=C(COC(=O)Cc1ccc(Cl)cc1)Nc1ccccc1F	-0.3	99	11	7	0	0.9	13	96	-6	12
Cc1cc(S(=O)(=O)N2CCCCCC2)c(Cl)cc1Cl	0.4	100	0	4	0	1	0	97	8	6
COc1ccc(C(C(=O)NC2CCCC2)N(C(=O)c2ccco2)c2ccc(OC)c(OC)c2)cc1 (centres undefined)	-0.2	100	8	5	-1	0.9	12	99	-18	4
COc1ccc(NC(=O)C2CCN(C(=O)NC3CCCCC3)CC2)c(OC)c1	-0.1	106	1	5	-7	0.8	17	103	1	2
O=C(CCCNC(=O)/C(=C\c1ccc(F)cc1)NC(=O)c1ccccc1)OCc1ccccc1	-0.2	97	4	-6	3	0.8	15	105	-2	-1
c1ccc(-c2nnc(SCc3nc4ccccc4[nH]3)n2Cc2ccco2)cc1	0.0	86	-5	-4	16	0.8	21	106	2	4
Cc1cnn(C(=S)NCCc2ccccc2)c1	0.9	122	-11	6	-23	1.1	-7	97	-5	-4
COc1ccc(-n2c(=S)[nH]c3cc(C(=O)NCc4ccco4)ccc3c2=O)c(OC)c1	-0.2	101	-10	13	-1	0.8	15	94	4	8
CN(CC(=O)Nc1ccc(N2CCOCC2)cc1)CC(=O)Nc1cccc(C#N)c1	-0.2	97	6	7	4	0.9	10	93	5	12
CCCc1cc(C(=O)N2CCCC(C(=O)c3cccc4ccccc34)C2)n(C)n1 (centres undefined)	-0.3	97	-23	11	2	0.7	32	95	-6	10
CC(C)CNC(=O)c1c2c(nc3ccccc13)-c1ccccc1CC2	-0.5	105	4	10	-5	0.9	8	97	-9	8
CN(C)S(=O)(=O)c1ccc(NC(=O)/C=C/c2ccccc2Cl)cc1	-0.3	117	11	19	-19	0.8	15	86	2	-10
N#CC(c1ccccn1)(c1ncc(C(F)(F)F)cc1Cl)N1CCOCC1 (centres undefined)	-0.1	96	1	-5	4	0.9	8	109	0	6
Cc1ccc(N2C(=O)C(NC(=O)c3ccccc3)(C(F)(F)F)C3=C2CC(C)(C)CC3=O)cc1 (centres undefined)	-0.3	99	11	-12	1	0.9	12	108	-1	-2
CCOC(=O)C1CCN(C(C(=O)Nc2ccc3c(c2)OCCO3)c2ccccc2)CC1 (centres undefined)	-0.2	92	-8	3	9	0.9	9	100	-6	6
O=C(N/N=C/c1ccc[nH]1)c1ccccc1O	0.3	93	-40	11	6	1	3	94	5	8
Cc1ccccc1N(CC(=O)NC1CCCC1)C(=O)C1(C)CC(=O)N=C2C=CC=CN21 (centres undefined)	0.1	103	-25	-1	-4	1	3	102	8	3
O=C(CCCOc1ccccc1)NC1CCCc2ccccc21 (centres undefined)	-0.2	99	10	1	1	0.9	13	103	-22	12
Cc1ccccc1NC(=S)/C(=C(\[O-])c1ccc(C)c([N+](=O)[O-])c1)[n+]1ccccc1	-0.1	99	-18	-4	2	0.9	11	107	-2	8
COC(=O)c1ccc(NC(=O)C2CCN(S(C)(=O)=O)CC2)cc1	0.9	103	-33	1	-3	0.8	16	104	0	5
Next part:
SMILES	Hsp70 activator	STAT1 activator	APP 5UTR inh	STAT3 blocker	STAT1 blocker	Diaphorase act	Diaphorase inh	STAT3 activator	TLR4-MyD88 BLA	G6PDH counter
O=C(c1cc([N+](=O)[O-])ccc1N1CCOCC1)N1CCOCC1	0.0	97	-3	5	4	0.9	6	96	-6	3
CN1CCc2cc(Cl)c(O)cc2[C@@H](c2ccccc2)C1	0.0	x	x	x	x	1	4	x	x	-2
O=C(CNC(=O)C1COc2ccccc2O1)N/N=C/c1ccc(O)cc1O (centres undefined)	-0.6	94	6	30	7	0.9	12	76	7	-17
Cc1c(Cl)cccc1NC(=O)CSc1nnc(CCNC(=O)OC(C)(C)C)o1	1.2	96	0	10	4	0.8	15	94	-5	6
CCCC(=O)OCCNC(=O)c1cc2ccccc2oc1=O	0.2	109	-4	-2	-10	0.9	12	105	-12	10
O=C(CN1C(=O)NC2(CCCCCC2)C1=O)NCc1cccs1	-0.2	100	1	18	0	1.1	-5	91	6	3
COc1cccc(C2=NOC(C(=O)Nc3ccc4c(c3)OCO4)C2)c1 (centres undefined)	0.0	98	-16	12	2	0.8	22	96	-7	9
NC(=O)c1sc2nc3c(c(-c4ccco4)c2c1N)CCC3	-0.3	102	10	9	-7	0.2	81*	95	0	-4
O=C(CSC1=NC2(CCCCC2)N=C1c1ccccc1)Nc1ccc2c(c1)OCCO2	-0.2	81	-7	4	21	0.8	16	97	2	17
CCC(=O)Nc1ccc(C(=O)NNC(=O)C(c2ccccc2)c2ccccc2)cc1	-0.5	100	11	1	-1	1.1	-8	104	4	16
C=CCc1ccccc1OCC(O)CN1CCN(c2ccc(C)cc2)CC1 (centres undefined)	-0.3	90	-7	8	11	0.8	21	95	16	-3
CCOC(=O)c1c(C)nc2sc(C(N)=O)c(N)c2c1-c1ccccc1	-0.4	105	-2	6	-5	0.8	18	93	6	-9
COc1ccc(CNC(=S)Nc2cccc(C)c2)cc1	-0.4	93	8	2	8	0.9	13	103	1	-1
O=C(NCc1cccnc1)c1csc2c1CCCC2	-0.2	93	10	-10	8	1	0	108	-4	8
CCOC(=O)CSc1nc(N)nc(C)c1Br	-0.1	95	-15	3	7	0.8	20	101	-5	1
c1ccc(CO/N=C(\c2ccc(C3CC3)nc2)C2CC2)cc1	-0.2	101	-27	11	-3	0.9	14	94	-19	4
CCCCN(CC)C(=O)c1n[nH]c(=O)c2ccccc12	-0.1	95	-13	0	6	0.9	5	101	-5	-1
COc1ccc(/C=C(/NC(=O)c2ccccc2)c2nc3ccc(Cl)cc3[nH]2)cc1OC	-0.4	92	-34	3	9	0.7	27	99	-13	-6
CCC1=NN2C(=N)/C(=C\c3cccn3-c3ccc(C)cc3C)C(=O)N=C2S1	-0.3	94	-5	-10	8	0.7	30	113	11	0
NCCCC[C@@H]1NC(=O)c2cc([N+](=O)[O-])cc(I)c2SC[C@@H](C(N)=O)NC(=O)[C@H](Cc2ccc(O)cc2)NC1=O	-0.3	95	-9	-12	6	0.9	8	107	-9	13
COC(=O)c1sc2ncccc2c1OCc1ccccc1Cl	-0.4	111	-12	15	-12	0.7	26	88	5	-4
Cn1c(C(=O)O)c(CC(=O)Nc2ccccc2F)c2ccccc21	-0.6	91	-1	0	10	0.8	21	102	0	0
CCC(=O)Nc1cc(C(=O)O)ccc1Sc1ccccc1	-0.1	108	-18	-6	-10	1	-3	106	-4	10
CNC(=S)N1N=C(c2ccc(C)cc2)CC1c1ccc(OC)cc1 (centres undefined)	0.2	103	-3	15	-4	0.8	18	93	-22	3
CC(=O)Nc1cccc(C(=O)/C=C/c2ccc(Br)cc2)c1	0.4	96	6	4	4	0.7	26	97	12	-1

Ordered by the number under APP 5UTR inh (largest number first): three from the list above
| Structure | APP 5UTR inh |
| --- | --- |
| O=C(CSC1=NC2(CCCCC2)N=C1c1ccccc1)Nc1ccc2c(c1)OCCO2 | -7 |
| NCCCC[C@@H]1NC(=O)c2cc([N+](=O)[O-])cc(I)c2SC[C@@H](C(N)=O)NC(=O)[C@H](Cc2ccc(O)cc2)NC1=O | -9 |
| CCCCN(CC)C(=O)c1n[nH]c(=O)c2ccccc12 | -13 |

Other structures follow:
SMILES	Hsp70 activator	STAT1 activator	APP 5UTR inh	STAT3 blocker	STAT1 blocker	Diaphorase act	Diaphorase inh	STAT3 activator	TLR4-MyD88 BLA	G6PDH counter
Cc1cc(Br)ccc1NC(=O)C1CCCO1 (centres undefined)	-0.1	107	30	10	-7	0.9	10	93	-13	6
Cc1nc(Nc2ccc(Cl)c(Cl)c2)sc1C(=O)Nc1ccccc1	-0.2	92	-24	16	10	0.8	18	87	-5	10
Cc1cc(NC(=O)C2CC(c3ccccc3Cl)=NO2)no1 (centres undefined)	-0.1	99	-24	6	1	1	-1	96	-9	22
COC(=O)c1ccc2c(=O)n(CCCCCC(=O)NCc3ccccc3)c(=O)[nH]c2c1	-0.1	115	-3	-9	-9	1.1	-6	108	0	-4
Cc1ccccc1C(=O)N1CCN(c2ccc(NC(=O)c3cccnc3)cc2)CC1	-0.5	103	17	3	-5	0.9	7	103	-13	-4
CC(C(=O)Nc1cc([N+](=O)[O-])ccc1Cl)N1CCN(c2ccccc2O)CC1 (centres undefined)	-0.2	99	3	-4	1	0.8	18	104	3	-28
COC(=O)c1ccc(NC(=S)N2CCN(Cc3ccccc3OC)CC2)cc1	-0.1	94	20	3	5	0.9	13	102	-8	7
C=CCN(CC=C)C(=O)CN1C(=O)c2ccccc2C1=O	-0.4	100	-10	3	-1	0.9	9	101	12	2
CCOc1cc(C(N)=O)cc(Br)c1OCC	-0.3	93	-26	9	8	0.9	15	95	1	-1
COc1ccc(OC)c(NC(=S)NCc2cccs2)c1	-0.2	88	2	-16	13	0.9	13	117	0	3
Cc1nnc(SCc2ccc(Cl)cc2Cl)[nH]c1=O	-0.6	93	-3	12	7	0.9	7	96	17	0
CC(=O)Nc1nc2c(F)cccc2s1	-0.3	95	-3	10	5	x	x	95	1	x
COc1ccccc1N1CCN(C(=O)c2ccc(NS(=O)(=O)c3ccc(C)cc3)cc2)CC1	-0.1	110	-17	13	-13	0.7	30	94	-6	-4
O=C(O)C1C2C=CC(C2)C1C(=O)NCc1cccs1 (centres undefined)	0.0	96	-7	7	3	0.9	9	98	2	7
CNC(=S)N/N=C/c1c(C)nn(-c2ccccc2)c1Cl	-0.2	108	1	17	-9	1	1	86	-6	0
Cc1cccc(/C=N/c2sc3c(c2C(=O)OC(C)(C)C)CCN(C)C3)c1O	-0.5	100	-26	-26	0	0.9	12	117	-2	-22
NC(=O)NNC1=Nc2cccc3cccc1c23	-0.1	98	-5	29	1	0.8	16	79	-8	1
O=C(O)c1ccc(CS(=O)(=O)c2cccc(C(F)(F)F)c2)o1	-0.2	105	-1	4	-6	1	1	100	4	8

An unsorted share of the library; any-hit rate near 6.1%.
